Screening results deposited in PubChem BioAssay by National Center for Advancing Translational Sciences (NCATS).
HepG2 tox = qHTS for Inhibitors of TGF-b: Cytotox Counterscreen; HepG2 CAGA-GFP viability, ATP luminescence, 18 h; Potency, µM (doses to about 46.1 µM), for the others: top-dose activity change, negative = cytotoxicity, usual class: cytotoxic; 410,000 tested, 0.76% active; AID 588856, 2011; also: potency is read from the fitted curve at half-maximal effect; some results filed as inactive show a strong effect at the top dose
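CellTiter-Glo luminescence gave cytotoxicity after 18 hours at 37 degrees C. The cells were HepG2 CAGA-GFP in 1% FBS DMEM, stimulated with 500 pg/mL TGF-beta after compound addition. %Activity was normalised to no-cell wells (complete cell-killing) and DMSO (no toxicity), and curves were fitted and classified.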
Nrf2 inh = Nrf2 qHTS screen for inhibitors. A549 ARE-Fluc reporter, luciferase luminescence, 18-24 h. Potency, µM (titrated, usually from 46 µM), for the others: top-dose activity change, negative = inhibition, actives largely listed as inhibitors. 360,000 tested, 2.1% active. AID 504444, 2011; also: potency is read from the fitted curve at half-maximal effect; % is scaled to controls: 0 for no effect and ±100 for the full control effect; nearly all actives have a fitted effect of over 60% in size
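Nrf2 function is reported as luminescence of an ARE-controlled luciferase in A549 cells. Compounds were tested at several concentrations, and a CellTiter-Fluor read on the same wells flagged cytotoxicity.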
Mm-Cpn inhibitor = Inhibitors of TCP-1 ring complex (TRiC) of Methanococcus maripaludis (MmCpn): qHTS; purified Mm-Cpn ATPase, ADP Transcreener TR-FRET; Potency, µM (titrated, usually from 76.9 µM), without a hit: top-dose activity, negative = inhibition, actives largely listed as inhibitors; 330,000 tested, 0.031% active; AID 504842, 2011; also: potency is read from the fitted curve at half-maximal effect; % is scaled to controls: 0 for no effect and ±100 for the full control effect; nearly all actives have a fitted effect of over 80% in size
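25 nM Mm-CPN + cpd, 10 min 37°C; + 10 uM ATP, 30 min 37°C; buffer 30 mM Tris pH 7.4, 100 mM KCl, 5 mM MgCl2, 1 mM DTT; Transcreener ADP HTRF detection 30 min RT.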
S2 tox = Viability Counterscreen for Primary qHTS for Inhibitors of ATXN expression | S2 cells (HEK-293 line with an ATXN2-luciferase reporter) viability, CellTiter-Fluor protease fluorescence, 24 h | Potency, µM (titrated, usually from 56.7 µM), actives largely listed as cytotoxic | 400,000 tested, 0.49% active | AID 651635, 2014; also: potency is read from the fitted curve at half-maximal effect; nearly all actives have a fitted effect of over 40% in size
Nrf2 ARE act = qHTS of Nrf2 Activators | AREc32 ARE-luciferase reporter (MCF7-derived line), luminescence, 24 h | 410,000 tested, 0.31% active | Potency, µM (titrated, usually from 46.1 µM), for the others: at the top dose activation, actives largely listed as activators; also: potency is read from the fitted curve at half-maximal effect; % of control where 0% means no effect; nearly all actives have a fitted effect of over 65% in size
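AREc32_Fluc, 1000 cells/well, OPTI-MEM + 5% FBS, o/n 37 deg C 5% CO2; 23 nL cpd by pin tool, 24 hr; Steady-Glo 30 min RT, luminescence.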
Akt phos inh = HTS Assay for Inhibitors of Akt Phophorylation: Primary Screen. Neuro2A IGF-stimulated pAkt S473 HTRF, 20 min; stronger effect = lower value. activity change, % for hits at 50 µM. 360,000 tested, 0.32% active. AID 651550, 2012; in the data active = activity change below about -80%; inconclusive = mostly about -51% to -80%; also: % is scaled to controls: 0 for no effect and ±100 for the full control effect
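Neuro2A cells in DMEM with 0.5% FBS, overnight at 37 deg C, given compound at single 50 µM final, then IGF (6 nM final) for 20 min at 37 deg C. Lysed; phospho-Akt Ser473 by HTRF after 24 h, 665/615 ratio.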
TGFb SMAD3 inh = qHTS for Inhibitors of TGF-b. HepG2 CAGA-GFP TGF-b/SMAD3 reporter, GFP fluorescence, 18 h; TGF-beta stimulated, 500 pg/mL final. 410,000 tested, 1.2% active. Potency, µM (doses to about 46.1 µM), without a hit: at the top dose activity, negative = inhibition, usual class: inhibitors; also: potency is read from the fitted curve at half-maximal effect; % is scaled to controls: 0 for no effect and ±100 for the full control effect; nearly all actives have a fitted effect of over 65% in size
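TGF-beta reporter screen: HEPG2 CAGA-GFP, 1% FBS, 500 pg/mL TGF-beta final, 18 h; per-cell GFP summed per well; curves fitted and categorized by class.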
CCT chaperon mod = High-Throughput Screening for Modulators of Cytosolic Chaperonin Activity; activity change, % (test concentration not listed), hits read low; 360,000 tested, 0.3% active; purified chaperonin ATPase assay, HTRF ADP detection, 30 min; in the data active = activity change below about -30%; also: % is scaled to controls: 0 for no effect and ±100 for the full control effect
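TRiC at 40 or 20 nM final (batch-dependent) in 30 mM Tris pH 7.4, 100 mM KCl, 5 mM MgCl2, 1 mM DTT, with compound at single 76 uM and 10 uM ATP, 30 min at 37 deg C. ADP detected by HTRF Transcreener, 665/615 ratio.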
A549 tox = Nrf2 qHTS screen for inhibitors: counterscreen for cytotoxicity; AID 504648, 2011; 390,000 tested, 0.16% active; A549 ARE-Fluc cells, CellTiter-Fluor viability, 18-24 h; Potency, µM (titrated, usually from 46 µM), inactives show at the highest dose activity change, negative = cytotoxicity, usual class: inhibitors; also: potency is read from the fitted curve at half-maximal effect; % is scaled to controls: 0 for no effect and ±100 for the full control effect
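A549 ARE-Fluc cells in 5% FBS OPTI-MEM, 5000 cells/well, rested 2 h then exposed to compounds in concentration-response for 18-24 h at 37 °C. Viability by CellTiter-Fluor fluorescence (Ex 405/Em 525) after 30 min; luciferase luminescence (BugLite, 15 min, RT) read afterwards.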
Starred values were filed as active, the others as inactive; i = inactive; ? = inconclusive; · = no result given; [ ] = dose if it differs, or a comment. Unless noted, calls follow the shape of the dose curve; as a rule, active = well fitted curve in the direction sought with a large enough effect; inconclusive = small, poorly fitted or top-dose-only effect, or another doubt; inactive = no such curve, though single readings can be large; an effect the other way counts as inactive or inconclusive. Some of the compounds tested (hit frequency here may not be typical).

Molecule	HepG2 tox	Nrf2 inh	Mm-Cpn inhibitor	S2 tox	Nrf2 ARE act	Akt phos inh	TGFb SMAD3 inh	CCT chaperon mod	A549 tox
CCN1C[C@]2(CO)CC[C@H](OC)[C@@]34C5C[C@H]6[C@H](OC)C5[C@](O)(C[C@H]6OC)[C@@H](C(OC)C23)[C@@H]14 (some centres not stated)	7.7%	-7.5%	·	i	-1.0%	i	37.0%[activator]	-0.9	13.0%
COc1ccc(-c2noc(=O)n2Cc2cc(C)ccc2C)cc1	-49.5%	5.1%	-2.7%	i	1.3%	i	-5.2%	1.0	11.9%
CCn1c(O)c(/C=N/NC(=O)c2ccncc2)c(=O)[nH]c1=S	-14.9%	4.5%	-1.6%	·	3.3%	i	?	-0.7	-11.9%
COc1ccc(-n2nnnc2C(C2CC2)N2CCC(n3c(=O)[nH]c4ccccc43)CC2)cc1 (configuration not stated)	-2.1%	·	·	?	-0.2%	i	-8.8%	-1.1	·
CC1(CCl)CN1S(=O)(=O)c1ccccc1 (configuration not stated)	-18.8%	-20.4%	0.2%	i	?	i	-6.7%	-0.4	0.0%
COc1ccc(C(SCC(NC(=O)OCc2ccccc2)C(=O)O)c2ccc(OC)cc2)cc1 (configuration not stated)	-4.7%	·	·	i	2.4%	i	-7.3%	0.2	·
N#Cc1ccccc1OCC(=O)N1CCN(CC(=O)Nc2ccc(F)cc2)CC1	-3.9%	2.8%	-1.3%	i	2.1%	i	0.0%	0.7	-6.4%
O=C(CN1CCN(CCO)CC1)Nc1ccc(Cl)cc1C(=O)c1ccccc1	-14.4%	5.6%	0.8%	i	-0.3%	i	1.0%	-4.7	-4.3%
CC(=O)CC(C)(C)n1c[n+](C)nn1	-7.2%	6.7%	-1.5%	i	0.0%	i	2.5%	-1.0	1.2%
CCn1ncc(-c2ccnc3cc(C(=O)O)nn23)c1C	-15.2%	-4.3%	?	i	-0.1%	i	-10.3%	-1.1	-14.0%
O=c1[nH]c2ccccc2n1C1CCN(C(c2ccccc2OC(F)(F)F)c2nnnn2-c2ccc3c(c2)OCCO3)CC1 (configuration not stated)	-55.9%	·	·	·	-2.8%	i	8.91µM*	-2.4	·
CC(=O)C1C(N2CC2)CC2C3CC=C4CC(O)CCC4(C)C3CCC21C (configuration not stated)	-2.8%	2.6%	·	14.1µM*	8.7%	i	-8.3%	-3.4	8.2µM*

Just A549 tox and Nrf2 inh, for some of the entries so far:
Compound | A549 tox | Nrf2 inh
CCn1ncc(-c2ccnc3cc(C(=O)O)nn23)c1C | -14.0% | -4.3%
N#Cc1ccccc1OCC(=O)N1CCN(CC(=O)Nc2ccc(F)cc2)CC1 | -6.4% | 2.8%

Following part
Molecule	HepG2 tox	Nrf2 inh	Mm-Cpn inhibitor	S2 tox	Nrf2 ARE act	Akt phos inh	TGFb SMAD3 inh	CCT chaperon mod	A549 tox
O=C1NC(=O)C2(Cc3c(nc4ccccn4c3=O)N3CCCCCC32)C(=O)N1Cc1ccccc1 (configuration not stated)	-6.5%	-22.5%	1.7%	i	-0.6%	i	-2.4%	-5.7	?
C=C1C(=O)O[C@@H]2C[C@@H](C)[C@@H]3C=CC(=O)[C@@]3(C)[C@@H](OC(=O)CC(=O)O[C@H]3[C@@H]4C(=C)C(=O)O[C@@H]4C[C@@H](C)[C@@H]4C=CC(=O)[C@]43C)[C@H]12	0.562µM*	2.59µM*	-6.8%	·	-2.8%	i	0.251µM*	0.6	14.6µM*
Cc1ccc(CCN2CC(C(=O)N3CCC4(CC3)OCCO4)CC2=O)cc1 (configuration not stated)	-50.3%	-2.6%	2.0%	i	0.4%	i	4.3%	-64.4*	-3.3%
O=C(CN1CC=C(c2ccccc2)CC1)Nc1c(Cl)cccc1Cl	-1.3%	-12.7%	-0.7%	?	-0.3%	i	-14.2%	-1.1	0.9%
O=C1NCCOC(=O)[C@H](Cc2ccc(F)cc2)CC/C=C/C[C@H]1CC(=O)N(CCO)Cc1ccccc1	-14.3%	-2.2%	-2.5%	i	0.7%	i	?	-1.5	14.4%
CC(C)N1CCOC(c2ccc(O)c(O)c2)C1 (configuration not stated)	7.9%	·	·	?	-0.4%	i	36.2%[activator]	-0.4	·
CN(Cc1ccc(OC(F)F)cc1)Cc1nc2c(Br)cc(Br)cc2c(=O)[nH]1	-32.5%	-8.9%	-23.6%	·	5.1%	i	?	-0.6	-1.9%
Cc1ccc(C2C(=O)NC(=O)NC2=O)cc1	-8.0%	1.9%	·	i	-0.9%	i	-8.2%	-3.5	6.3%
Cn1cnnc1Sc1cc(N2CCNCC2)ccc1[N+](=O)[O-]	17.5%	3.1%	-1.5%	i	-0.4%	i	-6.6%	-2.8	-27.3%
COc1cc([C@@H]2c3cc4c(cc3C[C@H]3COC(=O)[C@@H]32)OCO4)cc(OC)c1O	4.2%	?	·	·	·	·	-19.6%	·	-5.4%
CN1CCN(c2ccc(Cl)cc2N)CC1	-6.9%	-7.8%	-0.7%	i	-0.2%	i	-3.2%	-0.5	-2.6%
Cc1ccccc1C(=O)N1Cc2ccccc2-n2nncc2C1	-2.6%	·	·	i	-0.6%	i	-2.5%	1.4	·

(more compounds)
Under each structure – HepG2 tox	Nrf2 inh	Mm-Cpn inhibitor	S2 tox	Nrf2 ARE act	Akt phos inh	TGFb SMAD3 inh	CCT chaperon mod	A549 tox
- Fc1ccccc1-c1n[nH]c(=S)n1Cc1ccccc1
 : -31.8%	?	-1.7%	i	-1.0%	i	-8.0%	-1.5	0.3%
- Cn1ccc(NC(=O)CCl)n1
 : -29.9%	-20.5%	-0.3%	?	?	i	-11.2%	-0.5	-16.9%
- Cn1cnc2cc(NC(=O)c3ccc(Cl)cc3)ccc21
 : 5.7%	?	1.2%	i	0.2%	i	-1.7%	-0.6	-10.4%
- Cc1nnc(NC(=O)c2cccn(Cc3ccccc3)c2=O)s1
 : 2.3%	·	·	i	0.6%	·	-12.9%	·	-2.0%
- CCOP(=O)(OCC)C(Nc1cc(Cl)cc(Cl)c1)c1cccc(O)c1 (configuration not stated)
 : -50.1%	-22.5%	-1.3%	i	5.5%	i	?	-1.2	0.5%
- COc1ccc(Nc2ncc(C(=O)N3CCC4(CC3)OCCO4)c3ccccc23)cc1
 : 6.8%	·	0.1%	?	-0.3%	i	-12.6%	0.1	-2.6%
- CCC(C)NC(=O)c1c(N)n(CC2CCCO2)c2nc3ccccc3nc12 (configuration not stated)
 : -16.0%	?	-2.1%	·	0.2%	i	?	-0.3	-1.4%
- Cc1ccc(-c2nc3ccccc3c(=O)n2-c2ccncc2)cc1
 : 9.7%	-8.4%	-0.6%	i	0.3%	i	-5.1%	-6.1	-7.5%
- CC(=O)NC1CC2CCC(C1)N2 (configuration not stated)
 : 4.2%	-16.5%	-10.3%	i	-0.6%	i	-7.3%	0.9	-8.3%
- CCOC(=O)C1(CCc2ccccc2)CCN(Cc2ccc(NC(C)=O)cc2)CC1
 : -32.7%	5.5%	0.5%	i	3.4%	i	3.0%	-3.1	4.2%
- CN1CCN(c2ncc(C=O)s2)CC1
 : 3.9%	8.6%	-5.0%	i	3.0%	i	0.1%	-2.6	9.8%
- NC(Cc1ccc(F)cc1)c1csc(Nc2ccccn2)n1 (configuration not stated)
 : 25.1µM*	·	·	i	8.3%	i	?	0.8	·
- Cc1nn(Cc2ccccc2)c(C)c1C(=O)O
 : 15.0%	-8.3%	0.3%	i	-0.3%	i	21.8%	-1.0	-0.1%
- COC(=O)C1=C(c2ccc(OCc3ccccc3)cc2)C[C@@H]2CC[C@H]1N2C
 : -29.5%	·	·	?	-0.6%	i	-5.7%	-0.5	·
- CSc1nc(N2CCN(C)CC2)c2ccccc2n1
 : 8.2%	0.3%	-0.3%	i	0.6%	i	0.0%	-0.3	-3.3%
- COc1ccc(OC(=O)N(C)C)c(CN(C)C)c1
 : -1.9%	4.0%	-4.9%	i	-0.4%	i	?	-1.6	-1.1%
- CCC12CN3CC(CC)(CN(C1)C3c1ccccn1)C2=O (configuration not stated)
 : 5.1%	17.4%	·	i	0.2%	·	-1.2%	·	0.2%
- Cc1cc(OC(=O)c2ccco2)c2c3c(c(=O)oc2c1)CCC3
 : -10.4%	10.2%	1.6%	i	-0.5%	i	-3.4%	-1.5	5.7%

Rewritten field by field: entries from further up.
molecule: O=C1NC(=O)C2(Cc3c(nc4ccccn4c3=O)N3CCCCCC32)C(=O)N1Cc1ccccc1 (configuration not stated)
- HepG2 tox = -6.5%
- Nrf2 inh = -22.5%
- Mm-Cpn inhibitor = 1.7%
- S2 tox = i
- Nrf2 ARE act = -0.6%
- Akt phos inh = i
- TGFb SMAD3 inh = -2.4%
- CCT chaperon mod = -5.7
- A549 tox = ?

molecule: C=C1C(=O)O[C@@H]2C[C@@H](C)[C@@H]3C=CC(=O)[C@@]3(C)[C@@H](OC(=O)CC(=O)O[C@H]3[C@@H]4C(=C)C(=O)O[C@@H]4C[C@@H](C)[C@@H]4C=CC(=O)[C@]43C)[C@H]12
- HepG2 tox = 0.562µM*
- Nrf2 inh = 2.59µM*
- Mm-Cpn inhibitor = -6.8%
- S2 tox = ·
- Nrf2 ARE act = -2.8%
- Akt phos inh = i
- TGFb SMAD3 inh = 0.251µM*
- CCT chaperon mod = 0.6
- A549 tox = 14.6µM*
